# Bioassay records as filed in PubChem.
# SKN-1 block: suppressors of acrylamide-induced Pgst-4::GFP reporter in worms, primary screen, SKN-1 inhibitor project, whole organism, uHTS, GFP/RFP fluorescence ratio, strain VP596; C. elegans VP596 Pgst-4::GFP/RFP ratio, 24 h; inhibition, % at 21.8 µM; 0.49% of 360,000 active; AID 624304, 2012;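 active means interference check ratio from 0.5 to 1.5 plus GFP to RFP signal ratio inhibition reaching or exceeding a fixed threshold, cut at about 30% in these data, passing the limit was not always enough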; further: some compounds called inactive have numbers as strong as hits
# MsrA inhibitor: bovine MsrA enzyme inhibitors, primary screen, biochemical, absorbance, HTS | Methionine sulfoxide reductase A (Bos taurus) | purified bovine MsrA, absorbance read-out | inhibition, % at 15.5 µM | 0.75% of 360,000 active; in the data active means inhibition above about 4.5%;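 further: 0% = vehicle wells with enzyme and 100% = reference inhibitor wells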
# FAS TE block: FAS thioesterase domain inhibitors, primary screen, biochemical, fluorescence intensity, uHTS. recombinant FAS-TE, OMFH fluorogenic substrate, fluorescence endpoint. inhibition, % at 15 µM. 0.67% of 360,000 active. AID 602261, 2012;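 active means compounds whose normalised, plate-corrected inhibition of enzyme fluorescence in the single-dose primary screen is 50% or more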;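 further: 0% = DMSO with enzyme and 100% = substrate without enzyme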
# MsrA act: bovine MsrA enzyme activators, primary screen, biochemical, absorbance, HTS; activation, % at 10.6 µM; 0.3% of 360,000 active; purified bovine MsrA, absorbance read-out; Methionine sulfoxide reductase A (Bos taurus); in the data active means activation above about 7.5%;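 further: 0% = vehicle and 100% = reference activator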
# MT1-MMP act inh: blockers of MT1-MMP proenzyme processing, primary screen, HT1080 RFP-PRO-GFP cells, GFP/RFP fluorescence. Matrix metalloproteinase-14 (Homo sapiens), P50281. GFP/RFP ratio fluorescence, overnight; percent of plate control window, DMSO zero. GFP/RFP ratio change, % at 20 µM. 0.061% of 360,000 active. AID 651647, 2012;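 active means GFP/RFP ratio change of at least 30% with cell ATP level not reduced by more than half and red fluorescence within 50% of control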; further: strong numbers were not always called active
#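 Assay system: HT1080 RFP-PRO-GFP cells | Dosing: 20 µM single dose, 1% DMSO | Incubation: Cells overnight before dosing, compound overnight, 37 °C, 5% CO2 | Evaluation: GFP/RFP fluorescence ratio | Control set: DMSO-only wells and HT1080 RFP-L50D-GFP cell wells as references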
# Neddylation inh: inhibitors of cullin neddylation, primary screen, biochemical, TR-FRET, uHTS, NAE and Ubc12; NEDD8-conjugating enzyme Ubc12 (Homo sapiens) + NEDD8-activating enzyme E1 regulatory …; calls only at 25 µM; 0.58% of 360,000 active; in the data active means inhibition above about 36%
# eLon inh: inhibitors of E. coli Lon protease, primary screen, biochemical, fluorescence polarization; 0.42% of 360,000 active; inhibition, % at 7.94 µM; P0A9M0; AID 602123, 2011; purified E. coli Lon protease; in the data active means inhibition above about 13%, passing the limit was not always enough;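 further: 0% = enzyme with probe and DMSO and 100% = no enzyme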
# NRP1-CendR mod: modulators of CendR peptide binding to NRP-1, primary screen, biochemical, fluorescence polarization, uHTS; FAM-RPARPAR peptide binding to NRP-1; Neuropilin-1 (Homo sapiens), O14786; inhibition, % at 25 µM; 0.85% of 360,000 active; AID 602438, 2012;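 active means inhibition or corrected inhibition above about 18%, plus a signal ratio from 0.5 to 1.5, limit read from the data, passing the limit was not always enough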; further: strong numbers were not always called active
# Target sequence (O14786 whole entry, looked up): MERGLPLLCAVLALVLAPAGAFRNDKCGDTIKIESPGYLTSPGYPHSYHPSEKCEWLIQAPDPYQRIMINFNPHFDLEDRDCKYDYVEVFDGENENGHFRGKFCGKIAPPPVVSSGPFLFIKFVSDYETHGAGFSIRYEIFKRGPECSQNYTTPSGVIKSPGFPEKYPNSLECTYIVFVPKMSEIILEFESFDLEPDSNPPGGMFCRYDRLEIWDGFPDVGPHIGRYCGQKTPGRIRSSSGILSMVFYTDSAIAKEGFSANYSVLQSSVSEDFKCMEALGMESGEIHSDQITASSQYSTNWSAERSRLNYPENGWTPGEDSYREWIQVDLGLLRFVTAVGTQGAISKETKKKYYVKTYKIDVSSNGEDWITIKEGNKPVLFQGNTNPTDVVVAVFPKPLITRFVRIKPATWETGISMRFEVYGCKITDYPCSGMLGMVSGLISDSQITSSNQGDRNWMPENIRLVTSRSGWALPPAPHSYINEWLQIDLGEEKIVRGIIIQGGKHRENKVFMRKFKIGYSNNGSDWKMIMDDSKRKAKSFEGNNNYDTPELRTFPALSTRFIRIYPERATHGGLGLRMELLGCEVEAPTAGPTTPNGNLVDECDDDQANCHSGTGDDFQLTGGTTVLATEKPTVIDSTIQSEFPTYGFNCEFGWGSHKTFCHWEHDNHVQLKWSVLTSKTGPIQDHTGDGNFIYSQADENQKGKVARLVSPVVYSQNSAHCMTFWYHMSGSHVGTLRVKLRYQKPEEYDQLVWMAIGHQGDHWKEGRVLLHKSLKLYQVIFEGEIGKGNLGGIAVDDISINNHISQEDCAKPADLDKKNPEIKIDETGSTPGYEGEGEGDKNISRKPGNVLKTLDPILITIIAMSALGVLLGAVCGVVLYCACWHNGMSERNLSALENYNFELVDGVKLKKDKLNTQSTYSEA
# Rin1-Abl PPI inh: inhibitors of Rin1-Abl protein binding, primary screen, biochemical, TR-FRET. inhibition, % at 7.35 µM. Tyrosine-protein kinase ABL1 (Homo sapiens) + Ras and Rab interactor 1 (Homo sapiens), …. AID 588664, 2011. 0.4% of 360,000 active; in the data active means inhibition above about 5%, passing the limit was not always enough
# An asterisk follows results filed as active; i = inactive; nt = no result given; + = active, no number. The list is partial; rates above refer to the full screens.
cpd	compound	SKN-1 block	MsrA inhibitor	FAS TE block	MsrA act	MT1-MMP act inh	Neddylation inh	eLon inh	NRP1-CendR mod	Rin1-Abl PPI inh
1	S=P(Nn1cnnc1)(c1ccccc1)c1ccccc1	2	-0.9	-7	-2	-2	i	-3	-3	-2
2	O=C(Cn1c(=S)[nH]c2ccccc2c1=O)N1CCC2(CC1)OCCO2	-3	0.5	-5	-2	4	i	0	-17	-2
3	C=CCn1cc(C=C2C(=O)NC(=O)NC2=O)c2ccccc21	14	-1.4	-5	-8	-4	i	-50	-35	-4
4	CS(=O)(=O)c1ccc(C(=O)N2CCC(C(=O)O)(c3ccccc3)CC2)cc1	-2	-0.3	-10	-3	1	i	5	2	3
5	O=C(Cn1cc(C=C2C(=O)NC(=O)NC2=O)c2ccccc21)NCC1CCCO1 (stereo unspecified)	-21	-1.8	-6	-4	1	i	-17	0	-2
6	CN1C(=O)C(=Cc2ccccc2OCCOc2ccc([N+](=O)[O-])cc2)C(=O)N(C)C1=O	-3	1.6	-4	-6	3	i	6	0	2
7	CCOC(=O)[C@]12Cc3ccccc3[C@H]1N(CCC(=O)OC)C(=O)c1cc(OC)ccc12	-7	-0.1	3	-3	-16	i	7	-13	nt
8	C[n+]1c(-c2ccccc2)sc2ccccc21	-3	0.1	-7	-3	3	i	-7	0	0
9	COc1ccc(N2C(=O)/C(=C/c3ccco3)C(=O)NC2=S)cc1	24	2.2	1	-1	-13	i	-36	-116	2
10	Cc1ccc(C(C)C)c(OCC(=O)N2CCN(CC(=O)N3CCOCC3)CC2)c1	7	0.0	-5	-1	1	i	3	5	3
11	c1ccc2c(N3CCNCC3)nsc2c1	1	-1.0	-6	-1	10	i	2	-5	-5
12	O=C(c1cn(Cc2ccccc2)c2ccccc12)N1CCCCC1	11	-0.3	6	-1	4	i	-7	0	1
13	O=C(COc1ccccc1)N1CCN(C2CC3CCC2C3)CC1 (stereo unspecified)	-3	0.2	-2	2	1	i	-4	0	-1
14	N#Cc1ccccc1Cn1cc(C(=O)c2ccccc2F)c2ccccc21	4	1.4	26	-11	1	i	12	-12	2
15	O=C1NCN(c2ccccc2)C12CCN(C(c1ccnc3ccccc13)c1nnnn1-c1ccc3c(c1)OCCO3)CC2 (stereo unspecified)	-5	-0.4	14	-2	0	i	-5	-1	3
16	CCCCn1c(NC(=O)c2ccc(Br)o2)c(C(=O)OCC)c2nc3ccccc3nc21	12	2.0	34	-4	-85	nt	-8	-20	7.3*
17	CCN[C@@H](C)Cc1cccc(C(F)(F)F)c1	13	-1.3	-4	1	-1	i	-8	-4	0
18	CSc1nc(NC(C)C)nc(NC(C)C)n1	-10	0.3	-8	-8	-3	i	-3	13	3
19	CCCCn1c(O)c(C(CC)=NCc2cc(OC)cc(OC)c2)c(=O)[nH]c1=O	9	-0.5	14	-2	-7	i	0	-10	-1
20	Cc1ccc(OP2(=O)Nc3cc(C)c(C)cc3S2)cc1 (stereo unspecified)	-3	-0.1	-6	2	-3	i	0	3	3
21	COC(=O)[C@@H]1[C@@H](C(=O)OC)C2(c3ccccc3-c3ccccc32)N(c2ccc(Cl)cc2)N1C#N	12	-0.2	17	-14	8	i	-1	3	1
22	COc1cc2c(cc1OC)C13CCN4C=C5CCOC6CC(=O)N2C1C6C5CC43 (stereo unspecified)	0	0.1	-6	0	1	i	-15	-1	5
23	COc1cc(OC)c([C@H]2C=C(C)[C@H]3C[C@@H]2C3(C)C)c(OC)c1	-4	-0.9	28	0	-1	i	3	4	-2
24	O=C(O)C(Cc1cnc[nH]1)NS(=O)(=O)c1ccc(Cl)cc1 (stereo unspecified)	7	0.3	-9	0	3	i	6	4	-2
25	CCOc1ccc(N2C(=O)CC(=O)NC2=O)cc1	23	-0.9	-5	-3	-7	i	-31	-3	1
26	COC(=O)C1=Nc2ccccc2/C1=C\c1c(O)n(-c2ccc(OC)cc2)c(=O)[nH]c1=O	-6	0.8	-2	-8	-12	i	-21	-34	0
27	CC(c1ccccc1)n1cncc1C(=O)N1CCCC1=O (stereo unspecified)	-28	-0.2	-4	-1	3	i	-5	-15	-3
28	CCCCOc1ccc(CN2CCN(CCO)CC2)cc1	-28	-0.8	-5	-4	4	i	3	2	2
29	N#CC(C#N)=Cc1ccc(-c2ccccc2F)o1	-1	1.7	-26	1	-7	i	-13	-36	3
30	CN(C)C(=O)Oc1noc2cc(Cl)ccc12	-3	-0.4	-3	-7	-3	i	-2	4	-1
31	O=C(NCCN1CCOCC1)c1ccc(Cl)nc1Cl	3	-0.3	9	-2	-1	i	11	0	2
32	O=C1Nc2ccc(Br)cc2C(c2ccc(Cl)cc2)=NC1O (stereo unspecified)	3	0.7	7	7	4	i	-14	3	2
33	Cn1c(O)c(/C=N/NC(=O)c2ccncc2)c(=O)n(C)c1=S	12	0.8	24	-5	0	i	-29	-93	0
34	O[C@@H]1CCCC[C@H]1N1CCC(c2ccccc2)CC1	8	1.3	-5	-6	2	i	-5	8	1
35	CCOP(=O)(OCC)C(O)c1cccc([N+](=O)[O-])c1 (stereo unspecified)	-2	-0.1	-2	-1	-1	i	0	1	-1
36	CCN1C(=O)CC(c2cccnc2)=Nc2ccccc21	14	1.7	-6	0	1	i	3	5	1
37	O=c1cccc2n1CC1CC2CN(c2ncnc3c2cnn3-c2ccccc2)C1 (stereo unspecified)	-6	-0.5	-9	-5	-1	i	-9	0	2
38	CN(C)CCN=Cc1c(O)n(C2CCCCCC2)c(=O)[nH]c1=O	14	1.4	2	0	0	i	-4	7	1
39	CC(C)CC(NC(=O)C1CCCCC1)C(=O)N1CCC2(CC1)OCCO2 (stereo unspecified)	-13	-0.4	-9	-3	-4	i	-4	-3	-5
40	CCOC(=O)C12C(=O)OCC1C2c1ccccc1 (stereo unspecified)	-23	-0.8	-12	0	7	i	1	-3	nt

41) O=C(CCC(=O)N1C[C@H]2C[C@@H](C1)c1cccc(=O)n1C2)NCc1ccc(F)cc1
42) COCCn1c(O)c(/C=N/NC(=O)CSC(=S)N2CCCC2)c(=O)[nH]c1=S
43) COc1ccccc1CN1CCCCC1c1cccnc1 (stereo unspecified)
44) CN(C)C(=O)Oc1ccc(OC(=O)N(C)C)cc1
45) O=C(Cc1ccccc1F)N1CCN(CC(=O)N2CCCC2)CC1
46) COc1cc2c(cc1O)C[C@H]1NCCc3cc4c(c-2c31)OCO4
47) Cc1ccc(C2C(S(C)(=O)=O)=C(O)C(=O)N2c2ccccc2)cc1 (stereo unspecified) (tested in a mixture with another compound)
48) O=C1NCN(c2ccccc2)C12CCN(C(CCc1ccccc1)c1nnnn1C1CCCCC1)CC2 (stereo unspecified)

screen / no.	41	42	43	44	45	46	47	48
SKN-1 block	-1	6	20	-12	11	24	-15	-5
MsrA inhibitor	0.4	2.6	2.6	0.2	-0.4	0.5	-0.1	0.4
FAS TE block	-1	-5	-2	-3	-7	-7	-7	29
MsrA act	-3	-3	-2	3	-1	-1	-2	0
MT1-MMP act inh	3	-2	3	0	3	3	-3	-3
Neddylation inh	i	i	i	i	i	+	i	i
eLon inh	-5	-54	0	-7	1	-1	-6	0
NRP1-CendR mod	-2	-12	4	22	8	-8	2	6
Rin1-Abl PPI inh	3	-1	-1	-2	1	1	-3	0

# Gathered by group: the compounds so far with a carbonyl joined to an NH by a bond outside any ring (7)
5) O=C(Cn1cc(C=C2C(=O)NC(=O)NC2=O)c2ccccc21)NCC1CCCO1 (stereo unspecified)
16) CCCCn1c(NC(=O)c2ccc(Br)o2)c(C(=O)OCC)c2nc3ccccc3nc21
31) O=C(NCCN1CCOCC1)c1ccc(Cl)nc1Cl
33) Cn1c(O)c(/C=N/NC(=O)c2ccncc2)c(=O)n(C)c1=S
39) CC(C)CC(NC(=O)C1CCCCC1)C(=O)N1CCC2(CC1)OCCO2 (stereo unspecified)
41) O=C(CCC(=O)N1C[C@H]2C[C@@H](C1)c1cccc(=O)n1C2)NCc1ccc(F)cc1
42) COCCn1c(O)c(/C=N/NC(=O)CSC(=S)N2CCCC2)c(=O)[nH]c1=S

screen / no.	5	16	31	33	39	41	42
SKN-1 block	-21	12	3	12	-13	-1	6
MsrA inhibitor	-1.8	2.0	-0.3	0.8	-0.4	0.4	2.6
FAS TE block	-6	34	9	24	-9	-1	-5
MsrA act	-4	-4	-2	-5	-3	-3	-3
MT1-MMP act inh	1	-85	-1	0	-4	3	-2
Neddylation inh	i	nt	i	i	i	i	i
eLon inh	-17	-8	11	-29	-4	-5	-54
NRP1-CendR mod	0	-20	0	-93	-3	-2	-12
Rin1-Abl PPI inh	-2	7.3*	2	0	-5	3	-1

# (more compounds)
49) O=C(COC(=O)Cc1ccccc1)Nc1cccnc1Cl
50) CCOC(=O)[C@]12Cc3cc(C)ccc3[C@H]1N(C(C)C)C(=O)c1ccccc12
51) CCN1CCN(CC(=O)c2c(C)n(Cc3ccccc3)c3ccc(OC)cc23)CC1
52) CCOc1ccccc1NC(=O)N1CCC2(CC1)OCCO2
53) CC(C)C(=O)c1cn(Cc2ccccc2C#N)c2ccccc12
54) O=C(CCn1c(=O)oc2ccccc21)N1CCC2(CC1)OCCO2
55) CSc1ccccc1C(=O)C1CCCN(Cc2ccn[nH]2)C1 (stereo unspecified)
56) Cc1cc(C=O)c(C)n1C1CC1

screen / no.	49	50	51	52	53	54	55	56
SKN-1 block	-15	13	-7	2	6	23	12	2
MsrA inhibitor	0.4	-1.2	0.5	-0.3	0.5	-1.1	0.6	-0.7
FAS TE block	-3	57*	-3	-13	16	-10	-6	-4
MsrA act	-1	0	-2	-5	3	-4	-3	-2
MT1-MMP act inh	2	-10	1	0	-2	2	-1	3
Neddylation inh	i	i	i	i	i	i	i	i
eLon inh	-1	-4	-2	-7	8	3	-6	2
NRP1-CendR mod	6	-11	-4	8	12	-6	-6	-1
Rin1-Abl PPI inh	-3	nt	4	1	-1	-2	1	1

57) CCN(CC)C(=O)c1ccc2c(c1)C1C=CCC1C(C(=O)O)N2 (stereo unspecified)
58) CC(=O)C1(O)CCC2C3CCC4=C(Cl)C(=O)CCC4(C)C3CCC21C (stereo unspecified)
59) O=C(O)COc1ccccc1
60) Cc1c(N=Cc2c(O)n(C)c(=O)[nH]c2=O)c(=O)n(-c2ccccc2)n1C
61) COc1cc(C)c(CN2CC=C(c3ccc(F)cc3)CC2)cc1C

screen / no.	57	58	59	60	61
SKN-1 block	10	7	-10	-3	20
MsrA inhibitor	2.3	0.1	0.4	0.9	0.1
FAS TE block	-5	18	-2	-1	15
MsrA act	-2	-5	-10	-5	2
MT1-MMP act inh	20	5	2	3	-3
Neddylation inh	i	i	i	i	i
eLon inh	11	-2	-3	-9	-4
NRP1-CendR mod	45*	7	-7	-71	-6
Rin1-Abl PPI inh	7	2	3	2	2
